# Bioassay records (PubChem BioAssay)
# PKA-R2B act = activators of human PKA-R2B complex; PKA-R2B holoenzyme dissociation, Cy5-IP20 fluorescence polarization; R2B truncated from residue 108, S112A mutant; 0% DMSO only, 100% 113 µM cGMP; activation, % at 11.4 µM; actives 0.079% (n = 340,000); AID 504700;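 active = activation above a cutoff set at the mean over all compounds plus 3 SD, cut at about 18% in these data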;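 note: higher means more holoenzyme dissociation and a rise in polarization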
# AddAB inh = less growth of phage-infected E. coli with AddAB. E. coli expressing H. pylori AddAB, absorbance growth. inhibition, % at 11.9 µM. actives 0.29% (n = 330,000). AID 435030; in the data active = inhibition above about 12%;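 note: 0% = vehicle wells of infected cells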
# HTR5A inv ag = counter-screen for OPRM1-OPRD1 inverse agonists: human HTR5A inverse agonism. P47898. HTR5A cell line, luminescence. inhibition, % at 9.3 µM. actives 0.083% (n = 340,000); in the data active = inhibition mostly above about 23%, no sharp cut-off; inactive = mostly below about 18%;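 note: 0% = cells with DMSO and 100% = no-cell wells with DMSO; some compounds called inactive have numbers as strong as hits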
# Target sequence (P47898 whole entry, looked up): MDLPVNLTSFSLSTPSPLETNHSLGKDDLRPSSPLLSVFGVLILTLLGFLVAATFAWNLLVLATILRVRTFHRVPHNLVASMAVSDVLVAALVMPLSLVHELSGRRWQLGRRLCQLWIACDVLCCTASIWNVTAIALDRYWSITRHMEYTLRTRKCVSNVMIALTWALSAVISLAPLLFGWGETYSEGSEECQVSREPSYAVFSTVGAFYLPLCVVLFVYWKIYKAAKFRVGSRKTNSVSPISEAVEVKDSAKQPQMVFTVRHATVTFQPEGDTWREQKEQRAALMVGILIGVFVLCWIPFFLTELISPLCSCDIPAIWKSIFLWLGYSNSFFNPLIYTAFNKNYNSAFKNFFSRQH
# phage Ecoli inh = E. coli growth loss with phage present. growth absorbance. inhibition, % at 11.9 µM. actives 0.26% (n = 360,000); in the data active = inhibition above about 11%
# SUMO Mot1 rescue = inhibitors of SUMOylation pathway: yeast Mot1-301 growth rescue | growth rescue, % at 18.8 µM | S. cerevisiae Mot1-301 growth rescue, ATP luminescence, 38.5C; percent above DMSO median, 100 means doubled | AID 2716 | actives 1% (n = 320,000);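 active = every valid replicate shows activation above 250% relative to neutral control wells; inactive = the rest, any valid replicate at or below 250%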;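 note: OY570 slx delta 5 strain wells were the positive control but not used for scaling; some compounds called inactive have numbers as strong as hits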
# PKA-R1A activ = PKA-R1A complex activation | PKA-R1A dissociation, Cy5-IP20 fluorescence polarization; scaled: DMSO 0%, 113 µM cGMP 100% | activation, % at 11.4 µM | actives 0.083% (n = 340,000) | AID 504707;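 active = percent activation above the mean of all tested compounds plus 3 SD, cut at about 19% in these data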;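 note: higher means more PKAc released from R1A so a rise in polarization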
# Tat export inh = inhibitors of E. coli Tat protein transport; E. coli MC4100 TorA-mCherry Tat export, fluorescence; inhibition, % at 10 µM; actives 0.036% (n = 340,000); AID 488895;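 active = mean replicate inhibition at least 50% and at least half of replicates individually reaching 50%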;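 note: exported cargo escapes ClpAP degradation while cytoplasmic cargo is degraded and loses fluorescence; 0% = median of neutral control wells and 100% = median of NaSCN control wells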
# HTR5A ag = HTR5A agonism, opioid heterodimer counter-screen. activation, % at 9.3 µM. AID 504692. HTR5A agonist assay, luminescence, cell-based. actives 0.61% (n = 340,000); in the data active = activation mostly above about 9.5%, no sharp cut-off; inactive = mostly below about 7.6%;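 note: 0% = cells with vehicle only and 100% = reference agonist; strong numbers were not always called active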
# DAGLB inhibitor = blocks human DAGLB lipase activity; Q8NCG7; HEK293T DAGLB membrane lysate, EnzChek fluorogenic substrate; inhibition, % at 5.17 µM; actives 0.059% (n = 340,000); in the data active = inhibition above about 34%;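 note: 0% = enzyme with vehicle and 100% = wells lacking enzyme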
# Target sequence (Q8NCG7 whole entry, looked up): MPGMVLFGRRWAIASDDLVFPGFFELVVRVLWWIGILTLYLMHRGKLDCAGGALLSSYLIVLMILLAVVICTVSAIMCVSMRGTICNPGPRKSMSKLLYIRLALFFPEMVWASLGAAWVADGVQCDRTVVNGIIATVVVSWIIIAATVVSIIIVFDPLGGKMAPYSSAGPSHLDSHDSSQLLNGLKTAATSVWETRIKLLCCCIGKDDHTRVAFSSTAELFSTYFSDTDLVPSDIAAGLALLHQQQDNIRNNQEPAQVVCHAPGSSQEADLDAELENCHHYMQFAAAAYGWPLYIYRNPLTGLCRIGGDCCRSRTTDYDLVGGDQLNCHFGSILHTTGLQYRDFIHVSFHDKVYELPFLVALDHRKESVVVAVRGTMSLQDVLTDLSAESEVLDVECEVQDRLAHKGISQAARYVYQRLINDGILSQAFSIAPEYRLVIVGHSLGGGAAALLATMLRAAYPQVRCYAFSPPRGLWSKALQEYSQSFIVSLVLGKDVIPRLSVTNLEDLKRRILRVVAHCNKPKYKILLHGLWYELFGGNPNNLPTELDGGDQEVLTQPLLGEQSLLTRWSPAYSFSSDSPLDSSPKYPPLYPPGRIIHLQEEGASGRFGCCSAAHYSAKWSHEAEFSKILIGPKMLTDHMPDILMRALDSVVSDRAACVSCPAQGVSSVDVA
# Ecoli viability = reduces bacterial viability in AddAB counter-screen; E. coli V3065 growth, OD600 absorbance, 18 h; inhibition, % at 11.9 µM; actives 0.27% (n = 330,000);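 active = inhibition above the campaign's mean inhibition across all tested compounds plus 3 SD, cut at about 9.9% in these data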;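 note: uninfected addAB+ strain grown without phage in ampicillin broth; 0% = DMSO wells and 100% = ciprofloxacin 0.95 µg/ml wells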
# CDK5 p35 inh = blocks human CDK5/p35 kinase activity; Q00535+Q15078; Recombinant CDK5/p35, ADP-Glo luminescence, 60 min; actives 0.01% (n = 330,000); inhibition, % at 10 µM; AID 488839;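 active = highest replicate inhibition of at least 50% and at least 75% of replicates reaching 50%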;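 note: plate controls were DMSO neutral control for no effect and GW8510 at 10 µM for full effect; many of its hits are not listed in these tables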
# * marks the source's active call; other numbers are inactive results; . = not tested or not shown.
SMILES,PKA-R2B act,AddAB inh,HTR5A inv ag,phage Ecoli inh,SUMO Mot1 rescue,PKA-R1A activ,Tat export inh,HTR5A ag,DAGLB inhibitor,Ecoli viability,CDK5 p35 inh
CCOC(=O)CSc1nc(-c2ccccn2)ncc1OC,-18,1.4,-21,1.4,15,-11,-4,9,-3,-1.5,0.2
Cc1cc2cc(CCNC(=O)c3cccs3)c(=O)[nH]c2cc1C,2,11,-4,14*,-7,-11,-9,2,0,7.4,-0.6
COc1cccc(NC(=O)CN2C(=O)COc3ccc(Cl)cc32)c1,10,6.2,-12,2.4,-11,-3,-1,5,-2,-1.1,-2.3
Cc1ccc(OCC(=O)NCCCNC(=O)c2ccncc2)cc1C,-2,4.4,2,0.8,57,5,-3,-1,0,1.4,0.9
CCN(CC)CCCNC(=O)C1CCN(C(=O)c2oc3cc4sc(N(C)C)nc4cc3c2C)CC1,-1,4.1,6,-2.2,45,-10,1,-3,-3,-2.3,2.2
COC(=O)c1cc2ccccc2n1Cc1ccc(Cl)nc1,-3,-1.0,-19,3.6,-5,-8,-3,5,-10,0.8,1.2
O=C(NCCCN1CCOCC1)C(Sc1ccccc1)c1ccccc1 (stereo unspecified),-2,1.5,-31,1.8,6,-3,-12,11,8,-1.2,0.4
O=C(NOCc1ccccc1)c1ccc(Cl)cc1Cl,-12,1.7,1,0.9,-12,3,-7,2,3,1.6,-1.6
CCCn1nc(CC(=O)O)c2ccccc2c1=O,1,3.0,16,1.3,38,-8,-7,-2,-1,-0.5,0.1
CC(=O)c1ccc(NC(=O)C(=O)c2cn(CC(=O)N3CCCCC3)c3ccccc23)cc1,-3,1.5,14,1.2,-4,1,-10,-2,-2,1.4,0.6
CC(C)C(NC(=O)c1ccc(F)cc1)C(=O)N1CCN(c2ccccn2)CC1 (stereo unspecified),-13,1.5,12,0.3,-4,4,-5,-5,-8,0.4,-0.2
COc1cc2c(cc1OC)C(c1ccc(N(C)C)cc1)NCC2 (stereo unspecified),4,0.8,10,1.1,9,-1,-6,-3,-1,-0.8,1.8
CCn1c(-c2ccc(N)cc2)nc2ccccc21,-9,3.3,3,5.0,362,-7,7,-1,0,0.9,-3.4
CCOC(=O)C1=C(CSc2nc3c(cc2C#N)CCC3)OC(N)=C(C#N)C1c1ccccc1 (stereo unspecified),6,0.8,-12,0.3,-24,-8,1,2,0,1.6,-1.1
Cc1ccc(NC(=O)CC(NCCN2CCOCC2)C(=O)O)cc1Cl (stereo unspecified),5,-1.6,26,1.2,14,-18,5,1,2,-2.0,2.6
CCOC(=O)C1=C(C)NC(=O)CC1c1cc(OC)c(OC)cc1Br (stereo unspecified),-9,1.5,-15,1.7,66,-4,6,-9,-4,0.4,-0.9
COc1ccc(CCNC(=O)C/C(C)=N/NC(=O)c2ccc(N)cc2)cc1OC,-12,1.2,3,4.6,61,-3,-3,3,-5,-1.9,-0.8
O=[N+]([O-])c1cccc(Cl)c1CSc1ccccn1,-9,-0.3,1,3.4,11,-6,6,0,-3,-1.3,-1.3
O=C(Nc1nccs1)c1nc[nH]c1C(=O)N1CCc2ccccc2C1,2,3.0,9,0.0,-1,-7,-8,-3,-2,2.9,-0.2
COc1ccc(CCN2C(=O)NC(NC(=O)CC(C)C)(C(F)(F)F)C2=O)cc1OC (stereo unspecified),-7,1.5,25,3.1,2,-4,-6,0,1,0.4,0.3
Cc1ccc(NS(=O)(=O)c2ccc(C(=O)N3CCCC(C(F)(F)F)C3)cc2)cc1 (stereo unspecified),5,0.2,-11,-0.4,2,-1,-4,4,1,-3.0,0.7
Cc1cc2cc(CNC(=O)c3ccc(S(=O)(=O)N4CCCCC4)cc3)ccc2[nH]1,1,-3.5,-39,1.5,167,-4,-6,-2,1,0.9,0.8
O=C(COC(=O)Cc1ccc(Cl)cc1)NCc1ccco1,-6,0.4,10,0.8,6,1,-3,-2,1,1.7,-1.5
COc1cc(CN(CC2CCCO2)C(=O)c2ccco2)cc(OC)c1OC (stereo unspecified),-1,1.4,-7,0.6,13,-4,-13,2,-3,0.9,1.4
CC1CCN(C(=S)c2ccccc2O)CC1,3,-0.6,9,1.9,-12,4,3,-3,1,-2.7,3.0
CCOc1ccc(N(Cc2ccc(OC)c(OC)c2)C(=O)c2ccco2)cc1,-7,-0.4,-44,1.9,187,-4,1,-1,0,-0.1,-4.8
CCN(CC)S(=O)(=O)c1ccc(NN=C2CCN(C)CC2)c([N+](=O)[O-])c1,11,2.5,13,0.8,67,3,4,-4,3,2.1,-5.4
O=C(O)C(Cc1ccc(F)cc1)c1ccccc1 (stereo unspecified),2,-0.1,-6,-0.6,-2,-9,-4,2,0,-0.1,0.3
CCOc1ccccc1C(=O)N(CN1CCCC1=O)c1cccc(Cl)c1,4,2.6,8,2.0,-2,7,-6,-3,0,2.2,-3.0
c1ccc(Cc2cc[n+](Cc3ccccn3)cc2)cc1,5,1.1,14,2.6,-8,-2,-10,4,-1,-3.1,-0.5
CCN(C(=O)CSc1nnc(C(C)N(C)C)n1-c1ccc(F)cc1)C1CCS(=O)(=O)C1 (stereo unspecified),-7,-1.6,6,2.1,.,-2,0,-2,-1,-0.7,0.0
COCC(C)NC(=O)C1CC(=O)N(c2ccc(C)cc2)C1 (stereo unspecified),-6,0.2,-4,5.1,17,5,-8,1,-1,0.6,3.7
COc1ccc(Nc2nc3ccc(C)cn3c(=O)c2/C=N/O)cc1,2,3.9,11,4.1,12,-3,2,3,-2,2.5,-3.6
CC(=O)NC(CC(=O)Nc1nccs1)c1ccccc1 (stereo unspecified),6,1.5,16,-0.8,-31,9,-5,-5,-1,1.3,-1.7
COc1ccccc1C1CCN(C(=O)c2ccc(C(C)(C)C)cc2)CC1,3,-0.8,0,0.1,29,-11,13,0,-18,1.4,-0.3
CN1CCN(S(=O)C23CC4CC(CC(C4)C2)C3)CC1 (stereo unspecified),7,1.9,-9,3.4,-5,-2,21,3,2,-0.9,1.0
CC(C)C(=O)N1CCN(c2ccc([N+](=O)[O-])cc2Cl)CC1,-2,0.8,-3,7.0,-5,2,-2,6,3,1.2,.
COc1ccc(C2=NS(=O)(=O)N(C)C(C(=O)NC3CCCC3)=C2)cc1,6,-1.1,-15,3.6,-8,-8,3,5,1,0.8,0.8
CCOC(=O)c1[nH]c(C)c(C(=O)OCC(=O)NCc2ccc(OC)cc2)c1C,10,0.0,3,-0.6,0,-13,-8,-1,1,-3.2,1.0
O=C(c1ccc(F)cc1)N(Cc1ccco1)C1CCS(=O)(=O)C1 (stereo unspecified),1,1.6,-21,0.9,-10,0,-4,9,0,2.0,-0.1
CCCc1ccc2oc(C(=O)NCCN3CCCC(O)C3)c(C)c2c1 (stereo unspecified),-20,.,-15,2.5,.,-6,3,6,1,.,-0.6
Cc1ccc(C(C(=O)NC2CCCC2)N(Cc2ccccc2)C(=O)c2csnn2)o1 (stereo unspecified),-7,-0.8,6,-1.2,126,1,9,-2,-1,0.3,2.6
COc1cc(C)c(S(=O)(=O)n2ccc(C)n2)cc1C,-6,1.5,-30,0.5,-14,0,2,-3,-9,2.8,-1.5
S=C(NC1CC1)SCc1ccco1,-5,0.3,14,0.0,11,-4,-7,-4,0,0.5,0.4
O=C(O)CSCC(=O)N1CCCCC1,-2,-1.3,16,2.4,-5,-14,-11,-6,-1,-2.0,0.0
Cn1ncc2c(Nc3cccc4ccccc34)ncnc21,-7,-0.2,-10,-0.3,-7,1,-11,-5,1,-0.1,0.2
COc1cccc(NC(=O)CN(C)CC(=O)Nc2ccc3c(c2)OCO3)c1,-13,1.9,-2,2.6,5,4,1,1,1,0.3,-0.7
COc1ccc(OC)c(NC(=O)C23CCC(C)(C(=O)O2)C3(C)C)c1 (stereo unspecified),-7,2.9,0,2.9,2,-4,0,0,0,-1.7,-1.8

# Some of these compounds in order of SMILES length, lowest first.
SMILES,PKA-R2B act,AddAB inh,HTR5A inv ag,phage Ecoli inh,SUMO Mot1 rescue,PKA-R1A activ,Tat export inh,HTR5A ag,DAGLB inhibitor,Ecoli viability,CDK5 p35 inh
S=C(NC1CC1)SCc1ccco1,-5,0.3,14,0.0,11,-4,-7,-4,0,0.5,0.4
Cn1ncc2c(Nc3cccc4ccccc34)ncnc21,-7,-0.2,-10,-0.3,-7,1,-11,-5,1,-0.1,0.2
COc1cc(C)c(S(=O)(=O)n2ccc(C)n2)cc1C,-6,1.5,-30,0.5,-14,0,2,-3,-9,2.8,-1.5
CN1CCN(S(=O)C23CC4CC(CC(C4)C2)C3)CC1 (stereo unspecified),7,1.9,-9,3.4,-5,-2,21,3,2,-0.9,1.0
CCCc1ccc2oc(C(=O)NCCN3CCCC(O)C3)c(C)c2c1 (stereo unspecified),-20,.,-15,2.5,.,-6,3,6,1,.,-0.6
O=C(c1ccc(F)cc1)N(Cc1ccco1)C1CCS(=O)(=O)C1 (stereo unspecified),1,1.6,-21,0.9,-10,0,-4,9,0,2.0,-0.1
COc1ccccc1C1CCN(C(=O)c2ccc(C(C)(C)C)cc2)CC1,3,-0.8,0,0.1,29,-11,13,0,-18,1.4,-0.3
CC(C)C(=O)N1CCN(c2ccc([N+](=O)[O-])cc2Cl)CC1,-2,0.8,-3,7.0,-5,2,-2,6,3,1.2,.
COc1cccc(NC(=O)CN(C)CC(=O)Nc2ccc3c(c2)OCO3)c1,-13,1.9,-2,2.6,5,4,1,1,1,0.3,-0.7
COc1ccc(OC)c(NC(=O)C23CCC(C)(C(=O)O2)C3(C)C)c1 (stereo unspecified),-7,2.9,0,2.9,2,-4,0,0,0,-1.7,-1.8
COc1ccc(C2=NS(=O)(=O)N(C)C(C(=O)NC3CCCC3)=C2)cc1,6,-1.1,-15,3.6,-8,-8,3,5,1,0.8,0.8
Cc1ccc(C(C(=O)NC2CCCC2)N(Cc2ccccc2)C(=O)c2csnn2)o1 (stereo unspecified),-7,-0.8,6,-1.2,126,1,9,-2,-1,0.3,2.6
